High-throughput results: PubChem, several laboratories
STAT3 activator – activators of IL-6 induced STAT3 signaling; U3A cells, IL-6 STAT3-luciferase reporter, luminescence; 100% = signal with IL-6 EC80 alone; activation (% of control), % at 5.6 µM; actives 0.91% (n = 190,000); AID 871;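 active = activation above the screen-wide mean of compound activation plus 3 SD, cut at about 130% in these data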;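 note: 0% = background luminescence of wells with medium and substrate only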
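Material: STAT1-lacking human U3A cells, STAT3 luciferase reporter | Benchmarks: IL-6-only wells as 100% reference | Probe or stimulus: IL-6 (33 ng/mL) | Timing: Compound 1 h, then IL-6 6 h at 37 °C | Detection: Luminescence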
STAT3 inh – inhibitors of IL-6 induced STAT3 signaling; U3A cells, IL-6 STAT3-luciferase reporter, luminescence; host cell line lacks STAT1; AID 862; actives 0.89% (n = 190,000); inhibition, % at 5.5 µM;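 active = inhibition above the mean inhibition across all screened compounds plus 3 SD, cut at about 44% in these data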;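 note: 0% = DMSO only wells and 100% = 100 µM nifuroxazide control wells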
APP 5UTR inh – APP translation inhibition; inhibition, % at 2 µM; actives 0.82% (n = 190,000); SH-SY5Y APP 5'UTR-luciferase reporter, luminescence;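 active = inhibition above a set limit, derived from the sample mean plus 3 SD, cut at about 45% in these data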; note: values of inactives mirror those of a sister screen read the other way
STAT1 blocker – reduces IFN-gamma driven STAT1 reporter signal. NIH 3T3 STAT1-luciferase reporter, luminescence. actives 0.35% (n = 200,000). AID 920. inhibition, % at 5.5 µM;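 active = inhibition above a set limit, the mean inhibition across all tested compounds plus 3 SD, cut at about 34% in these data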;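 note: 0% = IFN-gamma with DMSO and 100% = IFN-gamma with 300 µM nifuroxazide; values of inactives mirror those of a sister screen read the other way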
RAM inhibit – yeast RAM network inhibition | S. cerevisiae dse1pr::URA3 reporter, 5-FOA growth OD615, 2 d; analog-sensitive cbk1-as2 kinase mutant strain | inhibition, % at 50 µM | actives 1.8% (n = 190,000) | AID 868;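 active = inhibition above a set limit, 3 SD over mean compound inhibition, cut at about 8.4% in these data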;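 note: 0% = DMSO-only wells with no growth and 100% = 10 µM 1-NA-PP1 full growth; inhibition rescues growth on 5-FOA so higher OD means more RAM inhibition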
FLuc inhib CS – counter-screen for luciferase assay inhibitors: firefly luciferase inhibition. ATPLite firefly luciferase biochemical luminescence, 10 min. inhibition, % at 10 µM. actives 1.5% (n = 200,000);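 active = inhibition above about 50% when tested at 10 µM, limit read from the data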
Target sequence (P08659 whole entry, looked up): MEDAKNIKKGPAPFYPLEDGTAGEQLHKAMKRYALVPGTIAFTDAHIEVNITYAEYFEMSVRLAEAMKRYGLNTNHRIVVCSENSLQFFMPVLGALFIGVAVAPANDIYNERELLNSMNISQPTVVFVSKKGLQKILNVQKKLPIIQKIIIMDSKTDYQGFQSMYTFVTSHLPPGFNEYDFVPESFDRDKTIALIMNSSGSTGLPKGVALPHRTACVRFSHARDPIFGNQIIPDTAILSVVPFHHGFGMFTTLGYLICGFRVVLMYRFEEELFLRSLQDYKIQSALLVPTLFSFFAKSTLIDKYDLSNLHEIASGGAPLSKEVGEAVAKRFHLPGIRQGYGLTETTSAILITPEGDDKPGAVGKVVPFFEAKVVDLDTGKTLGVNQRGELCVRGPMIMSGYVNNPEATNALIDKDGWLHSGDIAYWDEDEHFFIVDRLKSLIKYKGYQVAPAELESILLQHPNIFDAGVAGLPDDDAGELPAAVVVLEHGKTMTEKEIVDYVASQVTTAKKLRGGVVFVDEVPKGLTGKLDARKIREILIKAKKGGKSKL
APP 5'UTR act – APP 5'UTR luciferase reporter activation. SH-SY5Y APP 5'UTR luciferase reporter, luminescence; zero percent = DMSO vehicle wells. activation, % at 2 µM. AID 1276. actives 1% (n = 190,000);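 active = activation above a set limit, based on mean plus 3 SD of controls, cut at about 140% in these data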; note: values of inactives mirror those of a sister screen read the other way
Hsp70 act – transcriptional activators of Hsp70 | activation, % at 10 µM | actives 0.04% (n = 200,000) | HeLa Hsp70 promoter luciferase reporter, luminescence; scaled: vehicle 0, proteasome-inhibitor control 100%;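 active = activation above the mean across all tested compounds plus 3 SD, cutoff set per campaign, cut at about 5.5% in these data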;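 note: 100% = MG132 at 30 µM as the positive control and 0% = DMSO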
STAT1 activator – increases IFN-gamma driven STAT1 reporter signal; actives 2.6% (n = 200,000); activation (% of control), % at 5.5 µM; AID 932; NIH 3T3 STAT1-luciferase reporter, luminescence; 100% = IFN-gamma alone, no compound;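 active = activation above the screen-wide mean activation plus 3 SD, cut at about 130% in these data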;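 note: raw ratio to IFN-gamma control signal so 100% means no change and 0% no light; values of inactives mirror those of a sister screen read the other way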
NF-kB expr up – raises NF-kB expression in human neuronal cells; NF-kB reporter expression; hits give high values; fold change at 12.5 µM; actives 1.6% (n = 190,000); in the data active = fold change above about 3.3
* = called active by the depositor.

`COc1ccc(Nc2ncnc3c2cnn3Cc2ccc(C)cc2)cc1` gave STAT3 activator 101, STAT3 inh 4, APP 5UTR inh -7, STAT1 blocker 0, RAM inhibit -0.8, FLuc inhib CS -4, APP 5'UTR act 7, Hsp70 act -0.8, STAT1 activator 100 and NF-kB expr up 0.79.
`O=[N+]([O-])c1ccc2c(c1)OCCOCCOCCOCCOCCOCCO2` gave STAT3 activator 91, STAT3 inh 14, APP 5UTR inh -15, STAT1 blocker -1, RAM inhibit 0.9, FLuc inhib CS -5, APP 5'UTR act 15, Hsp70 act -0.2, STAT1 activator 101 and NF-kB expr up 1.1.
O=C(O)C1Nc2c(O)cc(Cl)c([N+](=O)[O-])c2C2C=CCC12 (stereo not drawn) was read as STAT3 activator 101, STAT3 inh 4, APP 5UTR inh 13, STAT1 blocker 1, RAM inhibit 5.6, FLuc inhib CS 7, APP 5'UTR act -13, Hsp70 act 0.1, STAT1 activator 99 and NF-kB expr up 1.3.
`COc1ccc(N2CCN(C(=O)CCCN3C(=O)c4cccc5cccc(c45)C3=O)CC2)cc1` gave STAT3 activator 82, STAT3 inh 24, APP 5UTR inh -13, STAT1 blocker 4, RAM inhibit 2.9, FLuc inhib CS 6, APP 5'UTR act 13, Hsp70 act -0.2, STAT1 activator 96 and NF-kB expr up 0.46.
For COc1ccc(CCN=C(N)NS(=O)(=O)c2ccccc2)cc1 the results were STAT3 activator 101, STAT3 inh -3, APP 5UTR inh -5, STAT1 blocker 4, RAM inhibit 0.5, FLuc inhib CS 2, APP 5'UTR act 5, Hsp70 act -0.5, STAT1 activator 98 and NF-kB expr up 1.1.
COc1ccc(NC(=O)C(C)Sc2nnc3c4c(nc(-c5ccc(OC)cc5)n23)CC(C)(C)OC4)cc1 (stereo not drawn) was read as STAT3 activator 101, STAT3 inh -2, APP 5UTR inh 37, STAT1 blocker 6, RAM inhibit 5.3, FLuc inhib CS -4, APP 5'UTR act -37, Hsp70 act -0.4, STAT1 activator 94 and NF-kB expr up 1.
Screening Cc1nc(N/N=C/c2ccccn2)sc1C returned STAT3 activator 25, STAT3 inh 89*, APP 5UTR inh 5, STAT1 blocker 80*, RAM inhibit 0.3, FLuc inhib CS 94*, APP 5'UTR act -5, Hsp70 act -0.6, STAT1 activator 29 and NF-kB expr up 1.1.
`O=C(Cn1ncc2c(=O)oc3ccccc3c21)N1CCN(C(=O)c2ccco2)CC1` gave STAT3 activator 102, STAT3 inh 7, APP 5UTR inh 10, STAT1 blocker 5, RAM inhibit 0.8, FLuc inhib CS -6, APP 5'UTR act -10, Hsp70 act 0.1, STAT1 activator 96 and NF-kB expr up 1.2.
`CNC(=O)C(=O)NCC1OCCCN1S(=O)(=O)c1cccs1` (stereo not drawn) gave STAT3 activator 105, STAT3 inh -4, APP 5UTR inh -3, STAT1 blocker 2, RAM inhibit 0.8, FLuc inhib CS -4, APP 5'UTR act 3, Hsp70 act -0.1, STAT1 activator 99 and NF-kB expr up 0.98.
Screening COC(=O)CNC(=O)C(NC(=O)OCc1ccccc1)C(C)C (stereo not drawn) returned STAT3 activator 95, STAT3 inh 14, APP 5UTR inh -1, STAT1 blocker 2, RAM inhibit 0.8, FLuc inhib CS -5, APP 5'UTR act 1, Hsp70 act 0.0, STAT1 activator 98 and NF-kB expr up 1.1.
Screening Nc1nc(NC(=O)c2ccc(Cl)cc2)nn1-c1ccccc1 returned STAT3 activator 110, STAT3 inh -9, APP 5UTR inh -8, STAT1 blocker 3, RAM inhibit 0.6, FLuc inhib CS 20, APP 5'UTR act 7, Hsp70 act -0.2, STAT1 activator 98 and NF-kB expr up 1.1.
For CC1(c2ccccc2)NC(=O)N(CC(=O)NCCC2=CCCCC2)C1=O (stereo not drawn) the results were STAT3 activator 89, STAT3 inh 16, APP 5UTR inh 2, STAT1 blocker -5, RAM inhibit 0.3, FLuc inhib CS -4, APP 5'UTR act -2, Hsp70 act -0.3, STAT1 activator 105 and NF-kB expr up 1.2.
`CC(NC(=O)c1ccc(F)cc1)c1ccccc1` (stereo not drawn) gave STAT3 activator 113, STAT3 inh -4, APP 5UTR inh -10, STAT1 blocker 2, RAM inhibit 1.2, FLuc inhib CS -3, APP 5'UTR act 10, Hsp70 act -0.2, STAT1 activator 98 and NF-kB expr up 0.95.
Screening CCOC(=O)C1=C(C)NC(=S)NC1/C=C/c1ccccc1 (stereo not drawn) returned STAT3 activator 103, STAT3 inh 2, APP 5UTR inh -7, STAT1 blocker 17, RAM inhibit 2.0, FLuc inhib CS -2, APP 5'UTR act 7, Hsp70 act -0.4, STAT1 activator 85 and NF-kB expr up 0.75.
`COc1ccc(OC)c(NC(=O)Nc2cc(C(=O)O)ccc2C)c1` gave STAT3 activator 105, STAT3 inh 6, APP 5UTR inh 4, STAT1 blocker -10, RAM inhibit 4.6, FLuc inhib CS -5, APP 5'UTR act -4, Hsp70 act 0.1, STAT1 activator 108 and NF-kB expr up 1.
For COCCCNC(=O)c1c(N)n(-c2ccc3c(c2)OCO3)c2nc3ccccc3nc12 the results were STAT3 activator 80, STAT3 inh 28, APP 5UTR inh 10, STAT1 blocker -4, RAM inhibit 3.8, FLuc inhib CS 2, APP 5'UTR act -10, Hsp70 act -0.3, STAT1 activator 104 and NF-kB expr up 0.79.
Screening CC(C(=O)Nc1cccc([N+](=O)[O-])c1)n1nnc2ccccc21 (stereo not drawn) returned STAT3 activator 88, STAT3 inh 24, APP 5UTR inh 8, STAT1 blocker 8, RAM inhibit 2.6, FLuc inhib CS -5, APP 5'UTR act -8, Hsp70 act -0.2, STAT1 activator 93 and NF-kB expr up 0.94.
`O=C(c1ccccc1F)N1CCOCC1` gave STAT3 activator 102, STAT3 inh 5, APP 5UTR inh -5, STAT1 blocker -8, RAM inhibit 2.6, FLuc inhib CS -8, APP 5'UTR act 5, Hsp70 act -0.2, STAT1 activator 105 and NF-kB expr up 0.84.
For O=C(O)c1ccccc1-c1ccc(/C=c2\sc3nc4cc(Br)cnc4n3c2=O)o1 the results were STAT3 activator 103, STAT3 inh -1, APP 5UTR inh -8, STAT1 blocker -8, RAM inhibit 0.6, FLuc inhib CS -2, APP 5'UTR act 9, Hsp70 act -0.2, STAT1 activator 108 and NF-kB expr up 1.
`Cc1ccc(C(=O)COC(=O)c2cn(-c3ccccc3)nc2-c2ccccc2)cc1[N+](=O)[O-]` gave STAT3 activator 94, STAT3 inh 6, APP 5UTR inh 6, STAT1 blocker -1, RAM inhibit 3.2, FLuc inhib CS -6, APP 5'UTR act -5, Hsp70 act -0.2, STAT1 activator 101 and NF-kB expr up 1.6.
Screening CCO[C@H]1OC(C(=O)N2CCOCC2)=C[C@@H](c2coc3ccccc3c2=O)[C@@H]1CCCO returned APP 5UTR inh -14, STAT1 blocker 9, RAM inhibit 0.0, FLuc inhib CS -9, APP 5'UTR act 14, Hsp70 act -0.1, STAT1 activator 93 and NF-kB expr up 1.3.
For c1cc(-c2nnc3n2CCCCC3)ccn1 the results were STAT3 activator 102, STAT3 inh 3, APP 5UTR inh -9, STAT1 blocker 11, RAM inhibit -1.2, FLuc inhib CS -9, APP 5'UTR act 9, Hsp70 act -0.1, STAT1 activator 90 and NF-kB expr up 1.1.
CCOC(=O)c1cccc(NC(=O)c2cnccn2)c1 was read as STAT3 activator 100, STAT3 inh 3, APP 5UTR inh 4, STAT1 blocker -17, RAM inhibit 2.3, FLuc inhib CS 1, APP 5'UTR act -4, Hsp70 act 0.2, STAT1 activator 115 and NF-kB expr up 1.4.
For CC(=O)c1cccc(NC(=O)Nc2cccnc2)c1 the results were STAT3 activator 89, STAT3 inh 14, APP 5UTR inh 19, STAT1 blocker 17, RAM inhibit -0.1, FLuc inhib CS 9, APP 5'UTR act -19, Hsp70 act -0.2, STAT1 activator 85 and NF-kB expr up 0.88.

Two entries picked at random from those above:
For c1cc(-c2nnc3n2CCCCC3)ccn1 the results were STAT3 activator 102, STAT3 inh 3, APP 5UTR inh -9, STAT1 blocker 11, RAM inhibit -1.2, FLuc inhib CS -9, APP 5'UTR act 9, Hsp70 act -0.1, STAT1 activator 90 and NF-kB expr up 1.1.
Screening CC(C(=O)Nc1cccc([N+](=O)[O-])c1)n1nnc2ccccc21 (stereo not drawn) returned STAT3 activator 88, STAT3 inh 24, APP 5UTR inh 8, STAT1 blocker 8, RAM inhibit 2.6, FLuc inhib CS -5, APP 5'UTR act -8, Hsp70 act -0.2, STAT1 activator 93 and NF-kB expr up 0.94.

Going on with the list:
CCCC(=O)Nc1nnc(-c2ccccc2)o1 was read as APP 5UTR inh -20, STAT1 blocker -5, RAM inhibit 0.3, FLuc inhib CS 0, APP 5'UTR act 21, Hsp70 act 0.1, STAT1 activator 103 and NF-kB expr up 1.7.
COc1cccc(C(=O)Nc2ccc(NC(=O)C(C)C)nc2)c1 was read as STAT3 activator 92, STAT3 inh 15, APP 5UTR inh -5, STAT1 blocker -12, RAM inhibit 2.3, FLuc inhib CS 3, APP 5'UTR act 5, Hsp70 act -0.3, STAT1 activator 111 and NF-kB expr up 1.
CCOc1ccc(N(CC(=O)Nc2c(C)n(C)n(-c3ccccc3)c2=O)S(=O)(=O)c2ccccc2)cc1 was read as STAT3 activator 99, STAT3 inh 6, APP 5UTR inh -8, STAT1 blocker -3, RAM inhibit 0.6, FLuc inhib CS -3, APP 5'UTR act 8, Hsp70 act 0.6, STAT1 activator 101 and NF-kB expr up 0.95.
Screening COCCC(=O)N(Cc1ccc2c(c1)OCO2)C(C(=O)NC1CCCCC1)c1ccncc1 (stereo not drawn) returned STAT3 activator 100, STAT3 inh 10, APP 5UTR inh -21, STAT1 blocker 3, RAM inhibit 1.2, FLuc inhib CS -4, APP 5'UTR act 21, Hsp70 act 0.2, STAT1 activator 97 and NF-kB expr up 1.4.
`OC(COc1ccccc1)CN1CCCC1` (stereo not drawn) gave STAT3 activator 95, STAT3 inh 16, APP 5UTR inh -13, STAT1 blocker -3, RAM inhibit 1.0, FLuc inhib CS -11, APP 5'UTR act 13, Hsp70 act -0.3, STAT1 activator 102 and NF-kB expr up 1.1.
`NC(=O)C1CCN(c2nc(-c3ccccc3)nc3ccccc23)CC1` gave STAT3 activator 100, STAT3 inh 4, APP 5UTR inh 7, STAT1 blocker 8, RAM inhibit 4.3, FLuc inhib CS -2, APP 5'UTR act -7, Hsp70 act -0.3, STAT1 activator 92 and NF-kB expr up 0.71.
`O=c1c(C(c2ccccc2)c2c(O)sc3ccccc3c2=O)c(O)sc2ccccc12` gave STAT3 activator 101, STAT3 inh 0, APP 5UTR inh -5, STAT1 blocker -3, FLuc inhib CS -7, APP 5'UTR act 5, Hsp70 act -0.1, STAT1 activator 103 and NF-kB expr up 0.94.
Cc1ccc(NC(=O)NC2CCN(CC(=O)Nc3nccs3)CC2)cc1 was read as STAT3 activator 97, STAT3 inh 6, APP 5UTR inh 3, STAT1 blocker 2, RAM inhibit 0.8, FLuc inhib CS -3, APP 5'UTR act -3, Hsp70 act -0.4, STAT1 activator 99 and NF-kB expr up 1.1.
For CCC(=O)Nc1sc2c(c1C#N)CC(C)(CC)OC2 (stereo not drawn) the results were STAT3 activator 96, STAT3 inh 9, APP 5UTR inh 2, STAT1 blocker -4, RAM inhibit 1.4, FLuc inhib CS -6, APP 5'UTR act -2, Hsp70 act 0.1, STAT1 activator 103 and NF-kB expr up 1.2.
